# Rin1-Abl PPI inh = human Rin1-Abl interaction inhibition; TR-FRET Rin1/Abl binding, biochemical; inhibition, % at 7.35 µM; AID 588664; hit rate 0.4% among 360,000; in the data active = inhibition above about 5%, passing the limit was not always enough
# MLLE-PAM2 inh = blocks PAM2 peptide binding to the PABP1 MLLE domain | inhibition, % at 20 µM | P11940 | GST-MLLE / FITC-PAM2 fluorescence polarization | hit rate 0.36% among 360,000; in the data active = inhibition above about 35%, passing the limit was not always enough;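 also: plate controls were DMSO wells with GST-MLLE for no effect and wells lacking GST-MLLE protein for full effect; some results filed as inactive read as strong as hits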
# TbMetRS inhib = blocks T. brucei methionyl-tRNA synthetase activity; purified T. brucei MetRS, ATP depletion, Kinase-Glo luminescence; inhibition, % at 11.9 µM; hit rate 0.4% among 360,000; AID 624268;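 active = inhibition above a per-plate cutoff of the control wells' mean inhibition plus 3 SD, cut at about 5.5% in these data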;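 also: 0% = DMSO wells median and 100% = median of wells with control inhibitor compound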
#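 Measured by: Kinase-Glo luciferase luminescence reporting remaining unconsumed ATP. Material: purified T. brucei MetRS enzyme. Doses: 11.9 µM compound single dose, 0.9% DMSO. Medium: HEPES buffer containing pyrophosphatase, BSA, spermine, DTT. Times: 15 min preincubation, 2 h reaction, all 25 °C. Reagent: methionine, ATP and bulk E. coli tRNA.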
# MsrA inh = inhibits bovine methionine sulfoxide reductase A | purified bovine MsrA, absorbance read-out | inhibition, % at 15.5 µM | hit rate 0.75% among 360,000 | AID 651718; in the data active = inhibition above about 4.5%;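 also: 0% = vehicle wells with enzyme and 100% = reference inhibitor wells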
# bovine MsrA act = bovine methionine sulfoxide reductase A activation; activation, % at 10.6 µM; purified bovine MsrA, absorbance read-out; hit rate 0.3% among 360,000; in the data active = activation above about 7.5%;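 also: 0% = vehicle and 100% = reference activator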
# eLon inh = E. coli protease La inhibition; P0A9M0; purified E. coli Lon protease, fluorescence polarization; inhibition, % at 7.94 µM; hit rate 0.42% among 360,000; AID 602123; in the data active = inhibition above about 13%, passing the limit was not always enough;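 also: 0% = enzyme with probe and DMSO and 100% = no enzyme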
# Target sequence (P0A9M0 whole entry, looked up): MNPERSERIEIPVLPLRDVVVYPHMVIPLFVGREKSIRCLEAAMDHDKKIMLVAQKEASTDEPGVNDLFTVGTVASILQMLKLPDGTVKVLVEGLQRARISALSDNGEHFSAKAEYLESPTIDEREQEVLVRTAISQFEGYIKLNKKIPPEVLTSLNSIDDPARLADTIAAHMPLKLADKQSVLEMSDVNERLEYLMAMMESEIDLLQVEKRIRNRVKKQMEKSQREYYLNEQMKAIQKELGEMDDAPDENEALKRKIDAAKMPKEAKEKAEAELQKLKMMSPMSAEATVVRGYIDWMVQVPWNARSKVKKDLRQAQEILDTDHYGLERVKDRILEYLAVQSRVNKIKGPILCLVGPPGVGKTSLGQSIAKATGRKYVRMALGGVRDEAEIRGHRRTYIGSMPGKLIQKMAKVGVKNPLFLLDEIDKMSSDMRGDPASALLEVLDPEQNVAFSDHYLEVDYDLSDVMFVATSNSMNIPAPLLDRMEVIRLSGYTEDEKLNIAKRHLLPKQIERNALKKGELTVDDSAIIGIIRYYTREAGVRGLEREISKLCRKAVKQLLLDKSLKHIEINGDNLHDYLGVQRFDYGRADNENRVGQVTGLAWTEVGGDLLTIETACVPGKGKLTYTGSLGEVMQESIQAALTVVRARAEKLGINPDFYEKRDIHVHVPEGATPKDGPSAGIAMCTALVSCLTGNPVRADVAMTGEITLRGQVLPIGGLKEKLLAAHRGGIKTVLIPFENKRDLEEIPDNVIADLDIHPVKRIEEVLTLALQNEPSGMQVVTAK
# FAS TE block = FAS thioesterase (human) inhibition. P49327. recombinant FAS-TE, OMFH fluorogenic substrate, fluorescence endpoint. inhibition, % at 15 µM. hit rate 0.67% among 360,000;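 active = compounds whose normalised, plate-corrected inhibition of enzyme fluorescence in the single-dose primary screen is 50% or more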;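 also: 0% = DMSO with enzyme and 100% = substrate without enzyme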
# Neddylation inh = inhibitors of human cullin neddylation; TR-FRET cullin neddylation, biochemical; hit rate 0.58% among 360,000; calls only at 25 µM; in the data active = inhibition above about 36%
# CSN deneddyl inh = blocks human CSN-mediated cullin deneddylation; inhibition, % at 12.5 µM; Purified CSN, SCF-Nedd8-OG deneddylation, fluorescence polarization; Q92905; hit rate 0.38% among 360,000; AID 651999;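 active = pattern-corrected inhibition above about 35%, with an unprinted fluorescence ratio check between 0.5 and 1.5, limit read from the data, passing the limit was not always enough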;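 also: 0% = enzyme with substrate and 100% = substrate without enzyme; some results filed as inactive read as strong as hits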
# Target sequence (Q92905 whole entry, looked up, one chain of several): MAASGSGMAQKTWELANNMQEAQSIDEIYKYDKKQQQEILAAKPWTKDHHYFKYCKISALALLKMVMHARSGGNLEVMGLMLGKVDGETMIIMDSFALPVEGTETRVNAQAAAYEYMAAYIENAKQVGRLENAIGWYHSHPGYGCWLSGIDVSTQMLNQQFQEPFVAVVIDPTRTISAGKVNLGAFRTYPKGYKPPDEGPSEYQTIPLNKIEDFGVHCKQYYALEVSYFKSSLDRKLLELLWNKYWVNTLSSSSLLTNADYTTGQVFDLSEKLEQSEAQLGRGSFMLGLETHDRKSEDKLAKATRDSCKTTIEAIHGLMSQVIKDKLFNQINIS
#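 Material: purified human Csn5 enzyme expressed in HEK293T cells / Medium: Tris buffer pH 7.5, NaCl, DTT, Tween-20, trehalose, ovalbumin / Compound dosing: 12.5 µM single point / Schedule: 90 min incubation of compound, enzyme and substrate at room temperature / Signal: fluorescence polarization of the substrate / Control set: no-enzyme wells high, enzyme-with-substrate wells low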
# An asterisk follows results filed as active; i = inactive; x = not tested or not shown.
SMILES,Rin1-Abl PPI inh,MLLE-PAM2 inh,TbMetRS inhib,MsrA inh,bovine MsrA act,eLon inh,FAS TE block,Neddylation inh,CSN deneddyl inh
O=S(=O)(c1cccc(C(F)(F)F)c1)c1ccc(O)cn1,3,3,-0.1,-2.0,-1,4,-1,i,-3
C=CCOc1c(Cl)cc(/C=N/O)cc1OC,-1,4,0.2,0.5,-4,-8,-12,i,4
Cc1ccc(S(=O)(=O)CCC(=O)Nc2ccccc2N2CCCC2)cc1,6,-2,-0.6,-0.3,-7,-5,-1,i,-3
CN(Cc1ccc(F)cc1)C(=O)c1ccc(NS(=O)(=O)c2ccccc2)cc1,9.5*,8,-0.3,-1.0,-1,2,0,i,-7
CCCCOCC1CC(CC#CCN2CCCCC2)C(=O)O1 (stereo not drawn),7,-10,-0.8,-0.4,-4,-9,-8,i,1
O=c1oc2cc(O)c(Cl)cc2c2ccccc12,-483,4,0.1,2.1,-6,-2,-9,i,-7
Cc1ccc2c(c1)N(CC(=O)NCC1CCCO1)C(=O)C(C)O2 (stereo not drawn),-3,-2,0.6,-1.5,-1,0,-5,i,-5
Cc1cc(C)n2c(Nc3c(C)cccc3C)c(-c3ccccn3)nc2n1,x,x,-0.4,0.2,-3,-17,-19,i,18
CCCCOP(=O)(c1ccc(N(C)C)cc1)C(O)c1cc(OC)ccc1OC (stereo not drawn),0,10,0.2,0.5,0,9,0,i,1
COC(=O)c1cn(CC(=O)Nc2ccc(F)cc2)c2ccccc12,2,-2,2.3,-1.8,3,0,-2,i,3
CCCC1(c2ccccc2)NC(=O)N(CC(=O)Nc2cc(C)on2)C1=O (stereo not drawn),0,-6,-0.1,0.1,-3,4,-3,i,-1
CNc1cc(C)nc(N2CCOCC2)n1,-1,3,-0.3,-1.0,-3,-7,-1,i,0
CCC(C(=O)N1CCN(C(=O)c2ccco2)CC1)n1sc2ccccc2c1=O (stereo not drawn),-2,-13,0.3,0.4,0,-11,-4,i,-2
C=CC(=O)N1c2ccccc2Sc2ccc(NC(=O)OCC)cc21,2,7,0.0,-0.1,-2,-1,9,i,2
Cn1cccc1CC(=O)NNC(=S)Nc1ccc(Cl)cc1Cl,0,26,-0.2,-0.9,-3,-3,-6,i,1
COc1cc(Cl)ccc1OCc1cc(C(=O)N2CC[C@@H]3CCCC[C@H]3C2)no1,-2,5,-0.5,-0.1,-1,-3,15,i,-1
CNC[C@H]1OCCCC[C@H](C)Oc2ccc(NC(=O)CCCN(C)C)cc2C(=O)N([C@H](C)CO)C[C@@H]1C,-3,-120,-1.8,1.8,-4,-39,-8,i,10
CCOC(=O)N1CCC(NC(=O)C2CCN(C(=O)N3CCOc4ccccc43)CC2)CC1,1,7,-0.2,0.5,-1,-8,-7,i,-2
CCOc1ccc(NC(=O)CSc2nc3cccnc3n2CCOC)cc1,0,-5,0.4,0.2,-2,-1,-4,i,4
Cc1ccc(NC2=NCCCCC2)cc1C,7,2,-0.1,-0.6,0,-6,-5,i,-6
N#Cc1ccc(CN2C=NS(=O)(=O)c3ccccc32)cc1,4,11,-0.4,-2.0,-7,11,-6,i,4
O=C(c1cc2ccccc2o1)N1CCN(C/C=C/c2ccccc2)CC1,2,-11,0.6,0.9,-7,0,7,i,8
CCOC(=O)C1(CCOC)CCN(Cc2nc(C(C)C)cs2)CC1,2,0,-1.2,0.8,-10,2,-8,i,4
NC(=S)N/N=C/c1ccccc1,-4,-41,-0.3,-0.4,-2,3,-5,i,-4
CCOc1ccc(N(C(=O)/C=C/C(=O)Nc2cc(C)on2)C(C(=O)NC2CCCC2)c2ccccc2C)cc1 (stereo not drawn),2,12,-0.7,-0.6,-1,9,21,i,-1
O=C(Cc1ccsc1)NCc1ccccc1F,-1,-18,-0.2,-1.5,-1,4,-5,i,5
Cc1ccc(C2=NOC(C)(c3nnc(Cc4ccccc4)o3)C2)cc1 (stereo not drawn),3,-8,0.0,-0.8,-1,-7,-4,i,-1
Cc1ccc(N2CCN(S(=O)(=O)N3CCCCC3)CC2)cc1C,-1,5,0.1,-0.3,0,1,13,i,-3
COc1cccc(-c2csc(N3CCN(C(=O)Nc4ccc(F)cc4)CC3)n2)c1,0,18,-0.7,-0.6,-3,0,22,i,1
COCCn1c(=O)c2c(nc3n2CC(C)CN3Cc2ccccc2)n(C)c1=O (stereo not drawn),-1,-3,-0.7,0.0,-6,5,-9,i,2
Cc1ccc(C)c(NC(=O)CN(C)C(=O)c2cc3ccccc3oc2=O)c1,2,-23,0.0,2.1,-2,-6,-1,i,0
CCOC(=O)C1CCCN(C(=O)c2ccc(OC)cc2OC)CC1 (stereo not drawn),-2,15,-0.2,0.3,0,-5,-7,i,1
O=C(CCc1nc(-c2ccccc2Cl)no1)Nc1cccnc1,2,-9,0.2,-0.7,-1,-2,-5,i,1
CCN1C(=O)[C@H]2[C@@H](c3ccc(OC)cc3)N[C@]3(CCCN(Cc4ccccc4)C3=O)[C@H]2C1=O,-4,13,-0.6,1.9,-3,-10,-4,i,-1
CC1(c2nnnn2-c2ccc3c(c2)OCCO3)CCC(=O)N1Cc1cccnc1 (stereo not drawn),x,x,-0.6,-0.8,-2,0,-14,i,-6
Cc1ccc2nc(-c3cccc(N)c3)oc2c1,-1,-12,-1.8,1.8,-9,-1,-4,x,-8
COc1ccc(NC(=O)CSc2nc3ccccc3nc2N2CCOCC2)c(OC)c1,-1,-10,-0.2,0.8,-4,-6,16,i,-3
COc1ccc(NC(=O)COC(=O)c2ccc3c(c2)OCO3)c(OC)c1,3,3,-0.4,0.3,-7,11,4,i,11
COCCN1C(=O)N[C@@H](c2cccc(C(F)(F)F)c2)[C@H](C(C)=O)[C@H]1C,0,-1,-0.1,-0.5,-1,-15,-6,i,0
CCOc1ccc(CC2c3cc(OCC)c(OCC)cc3CCN2C(=O)c2cc(OC)c(OC)c(OC)c2)cc1OCC (stereo not drawn),3,5,0.2,-0.5,0,3,5,i,0
CC(=O)Nc1ccc(C(=O)COC(=O)Cc2ccsc2)c(F)c1,0,-10,-0.4,-0.7,-2,10,-4,i,-3
O=c1c2ccccc2c(/C=N/NS(=O)(=O)c2ccccc2)c(O)n1-c1ccccn1,-1,-137,-0.8,2.2,-12,-82,-16,i,80*
COc1cccc(C(=O)Nc2ccc(C(=O)NCC3CCCO3)cc2)c1 (stereo not drawn),4,-3,-0.3,-0.1,3,7,-4,i,3
Cc1ccc([N+](=O)[O-])cc1S(=O)(=O)NCCc1c(C)[nH]c2ccccc12,-3,6,0.1,0.1,1,9,16,i,-4
CCOC(=O)C1CCN(C(=O)c2cc(-c3ccncc3)nc3ccccc23)CC1,0,-2,-0.2,-1.9,-7,-3,0,i,4
O=C(O)c1cccc2sc3cc(Cl)ccc3c(=O)c12,1,16,-0.1,1.9,-3,-2,-10,x,-5
Cc1ccc(S(=O)(=O)N(C)C)cc1NC(=O)COC(=O)c1ccc2c(c1)NC(=O)CS2,-3,-10,0.3,-0.4,0,-5,0,i,0
CC(C)Cn1cnc2c(Sc3c([N+](=O)[O-])ncn3C)nc(N)nc21,-1,3,0.0,7.7*,-2,-7,-4,i,-2
Cc1ccc(N2CC(NS(=O)(=O)c3cccnc3)CC2=O)cc1 (stereo not drawn),4,0,-0.6,-0.4,-6,-14,-8,i,-1
Cc1cccc(C)c1NC(=O)NNC(=O)c1cc(C(C)(C)C)nn1Cc1ccccc1,-6,-1,0.3,-0.5,-8,10,-3,i,2
CCC1C=C(c2ccccc2)C=CN=C1N(CC)CC (stereo not drawn),0,9,-1.0,-0.6,-6,-16,-10,i,6
O=C(N/N=C/c1cccnc1)c1cc(-c2ccc(Br)cc2)nc2ccccc12,1,2,-0.4,0.8,-7,7,8,i,-4
CCc1cc(=O)oc2cc(OCc3ccc(C(=O)O)o3)ccc12,1,-14,-0.5,1.5,-3,-13,-8,i,-2
COc1ccc(CCNC(=O)c2ccc(Br)cc2)cc1,0,-4,-0.1,0.0,-3,-13,5,i,-1
Cc1ccccc1NC(=O)C1C2/C=C\CCCCC21 (stereo not drawn),-2,2,-0.4,-1.8,-3,16,-7,i,-1
COc1ccc(/C=C/C(=O)NCc2c(C)nn(C)c2C)cc1COc1ccc(Br)cc1,-3,-7,0.7,-0.6,-2,-4,-2,i,4
COCC(C)NS(=O)(=O)c1ccccc1 (stereo not drawn),0,-12,-0.1,2.1,-3,3,-1,i,-4
COc1ccccc1NC(=O)Cc1nn(C)c(=O)c2ccccc12,1,13,-0.1,x,-3,-8,-5,i,0
CC(C)c1ccc(/C=C2\SC(=S)N(CCC(=O)NCCCn3ccnc3)C2=O)cc1,1,10,-0.6,0.1,-6,-14,-38,i,-3
N#CC1(NC(=O)COC(=O)CCCN=C2NS(=O)(=O)c3ccccc32)CCCCC1,1,4,0.1,-0.5,-6,13,-5,i,-1

# Single entries from the entries so far.
# `Cc1ccc([N+](=O)[O-])cc1S(=O)(=O)NCCc1c(C)[nH]c2ccccc12` | bovine MsrA act = 1
# `N#CC1(NC(=O)COC(=O)CCCN=C2NS(=O)(=O)c3ccccc32)CCCCC1` | bovine MsrA act = -6
# `COc1cccc(C(=O)Nc2ccc(C(=O)NCC3CCCO3)cc2)c1` (stereo not drawn) | bovine MsrA act = 3
# `Cc1ccccc1NC(=O)C1C2/C=C\CCCCC21` (stereo not drawn) | MLLE-PAM2 inh = 2

# The results go on:
SMILES,Rin1-Abl PPI inh,MLLE-PAM2 inh,TbMetRS inhib,MsrA inh,bovine MsrA act,eLon inh,FAS TE block,Neddylation inh,CSN deneddyl inh
CC(C(=O)O)c1cccc(Oc2ccccc2)c1 (stereo not drawn),0,8,0.0,0.8,0,-9,-2,i,-4
COC(=O)[C@@]1(Sc2ccc(C)cc2)CC(=O)N(C(=O)CCc2ccccc2)[C@@H]1c1ccccc1,x,x,0.1,-0.4,-1,-1,26,i,-4
CCOC(=O)c1c(NC(=O)c2ccco2)sc2c1CCCCC2,0,9,-0.2,-0.1,0,4,35,x,-2
O=S(=O)(NCC(c1cccnc1)N1CCN(c2ccccc2F)CC1)c1cccs1 (stereo not drawn),-2,-3,-0.3,1.1,0,-4,-5,i,-2
C=CCN(c1ccccc1)S(=O)(=O)c1ccc(Cl)c(C(=O)OCC(=O)N(C)C2CCS(=O)(=O)C2)c1 (stereo not drawn),1,-7,-1.0,0.3,-11,2,14,i,-8
NC(=Nc1ccccc1)NC(=O)c1nc(Cl)c(N)nc1N,-3,-3,0.0,0.1,-4,0,-7,i,-1
O=C(NCc1ccc(Cl)cc1)c1n[nH]c([N+](=O)[O-])c1Cl,0,10,-0.2,-0.1,-5,3,5,i,1
O=C1CC(N2CCN(c3ccccc3Cl)CC2)C(=O)N1c1ccccc1 (stereo not drawn),1,7,-0.5,0.7,-4,0,-4,i,4
O=C(NNS(=O)(=O)c1ccc2ccccc2c1)c1cccnc1,2,0,0.1,-0.5,-4,4,-10,i,0
Cc1cccc(NC(=O)C2CCCN(C(=O)Nc3ccccc3)C2)c1C (stereo not drawn),-2,-6,-0.2,0.6,1,-1,0,i,0
Cc1ccc(C(=O)NCCc2ccccc2)cc1N1CCCC1=O,1,17,0.4,x,0,3,-8,i,8

# Shown as a hit in MsrA inh, of those listed so far:
structure,Rin1-Abl PPI inh,MLLE-PAM2 inh,TbMetRS inhib,MsrA inh,bovine MsrA act,eLon inh,Neddylation inh,CSN deneddyl inh
CC(C)Cn1cnc2c(Sc3c([N+](=O)[O-])ncn3C)nc(N)nc21,-1,3,0.0,7.7*,-2,-7,i,-2

# High-throughput results: PubChem, several laboratories
